FLuc act counter: affects firefly luciferase, flagging false hits in luciferase stimulation screens | P08659 | ATPlite luciferase biochemical, luminescence, 10 min; 0 = ATP-free wells, 1 = DMSO control | activation factor at 10 µM | 200,000 tested, under 10 active | AID 1027;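 active = luciferase activation factor, scaled between plate controls, of at least 2 with compound at 10 µM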
Target sequence (P08659 whole entry, looked up): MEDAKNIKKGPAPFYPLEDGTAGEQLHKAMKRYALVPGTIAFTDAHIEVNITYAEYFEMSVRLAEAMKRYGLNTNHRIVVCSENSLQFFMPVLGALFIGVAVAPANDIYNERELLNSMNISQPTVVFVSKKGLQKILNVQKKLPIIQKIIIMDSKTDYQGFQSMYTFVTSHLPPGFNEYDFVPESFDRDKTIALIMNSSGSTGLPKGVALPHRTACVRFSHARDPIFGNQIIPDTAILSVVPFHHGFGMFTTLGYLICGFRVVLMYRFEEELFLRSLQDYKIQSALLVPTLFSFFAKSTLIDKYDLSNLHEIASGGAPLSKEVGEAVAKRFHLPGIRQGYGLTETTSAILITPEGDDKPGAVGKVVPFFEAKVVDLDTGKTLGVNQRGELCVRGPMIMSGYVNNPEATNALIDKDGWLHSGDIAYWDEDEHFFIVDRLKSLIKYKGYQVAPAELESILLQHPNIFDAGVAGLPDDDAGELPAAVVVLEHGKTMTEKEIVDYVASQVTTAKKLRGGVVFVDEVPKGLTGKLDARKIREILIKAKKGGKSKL
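Assay system: Luciferase/luciferin reagent mix; Medium: PBS as buffer for the ATP substrate; Dosing: test compounds dosed from 2 mM stocks in 100% DMSO; Times: 10 min, room temperature; Signal: luminescence from luciferase reaction; Read-out: luciferase activation; Controls: No-ATP low control, compound-free enzyme-plus-ATP high control.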
Lmaj promast: Leishmania major promastigote growth inhibition. AID 1063. hit rate 9% among 200,000. inhibition, % at 10 µM. Leishmania major promastigotes, resazurin fluorescence viability; in the data active = inhibition above about 50%;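 also: promastigotes grown with compound for 44 hours at 28 °C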
APP transl inh: APP translation inhibition; hit rate 0.82% among 190,000; AID 1285; inhibition, % at 2 µM; SH-SY5Y APP 5'UTR-luciferase reporter, luminescence;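 active = inhibition above a set limit, derived from the sample mean plus 3 SD, cut at about 45% in these data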; also: values of inactives mirror those of a sister screen read the other way
FLuc inhib CS: Photinus pyralis luciferase inhibition counter-screen; P08659; inhibition, % at 10 µM; hit rate 1.5% among 200,000; ATPLite firefly luciferase biochemical luminescence, 10 min;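 active = inhibition above about 50% when tested at 10 µM, limit read from the data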
bIAP activator: increases bovine intestinal alkaline phosphatase activity | purified bovine IAP, CDP-star luminescence, 30 min; hits give high values; fold of DMSO-control signal, blank-subtracted | activation factor at 20 µM | hit rate 0.17% among 200,000 | AID 1016;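 active = activation factor of 2 or more at 20 µM, a signal rise over negative controls twice the positive control's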
TNAP act hiacc: increases human TNAP activity under high phosphate acceptor concentration. activation factor at 20 µM. AID 1136. 200,000 tested, under 10 active. purified TNAP, CDP-star luminescence, 1 M DEA, 30 min; hits give high values; 0 = EDTA background, 1 = DMSO-only activity. P05186;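 active = activation factor at least 2 at 20 µM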
Target sequence (P05186 whole entry, looked up): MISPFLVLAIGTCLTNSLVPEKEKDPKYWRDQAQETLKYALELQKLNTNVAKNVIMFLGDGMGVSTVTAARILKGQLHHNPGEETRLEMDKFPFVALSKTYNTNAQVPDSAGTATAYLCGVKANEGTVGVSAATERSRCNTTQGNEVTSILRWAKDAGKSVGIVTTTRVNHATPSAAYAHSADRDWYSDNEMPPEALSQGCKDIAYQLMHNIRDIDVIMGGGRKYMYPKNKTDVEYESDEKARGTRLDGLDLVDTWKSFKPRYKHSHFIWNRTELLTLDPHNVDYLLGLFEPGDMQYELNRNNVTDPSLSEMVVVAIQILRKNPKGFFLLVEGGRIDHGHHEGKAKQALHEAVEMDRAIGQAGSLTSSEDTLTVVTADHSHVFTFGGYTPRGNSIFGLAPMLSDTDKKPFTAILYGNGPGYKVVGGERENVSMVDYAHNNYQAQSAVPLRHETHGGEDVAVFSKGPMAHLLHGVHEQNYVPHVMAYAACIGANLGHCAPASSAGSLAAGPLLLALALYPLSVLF
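Control set: EDTA negative control, DMSO positive control / Assay system: human TNAP / Quantity: TNAP 1/800 final / Evaluation: TNAP activation factor scaled between EDTA and DMSO control wells / Measured by: luminescent substrate turnover signal / Compound dosing: one dose, 20 µM / Times: 30 min enzyme reaction at room temperature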
RAM inhibit: inhibitors of the yeast RAM network; S. cerevisiae dse1pr::URA3 reporter, 5-FOA growth OD615, 2 d; analog-sensitive cbk1-as2 kinase mutant strain; inhibition, % at 50 µM; hit rate 1.8% among 190,000; AID 868;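 active = inhibition above a set limit, 3 SD over mean compound inhibition, cut at about 8.4% in these data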;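 also: 0% = DMSO-only wells with no growth and 100% = 10 µM 1-NA-PP1 full growth; inhibition rescues growth on 5-FOA so higher OD means more RAM inhibition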
TNAP inh noacc: inhibitors of human TNAP without phosphate acceptor | P05186 | purified TNAP, CDP-star luminescence, 30 min | hit rate 0.26% among 200,000 | inhibition, % at 20 µM | AID 1012;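 active = tissue-nonspecific alkaline phosphatase inhibition above about 50% at 20 µM in the single-dose screen, limit read from the data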;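 also: 0% = DMSO negative control and 100% = EDTA positive control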
TNAP inh hiacc: inhibitors of human TNAP at high phosphate acceptor concentration. purified TNAP, CDP-star luminescence, 1 M DEA. inhibition, % at 20 µM. P05186. AID 1135. hit rate 0.03% among 200,000;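 active = over 50% inhibition of tissue-nonspecific alkaline phosphatase at 20 µM in the single-dose screen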;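 also: plate controls were DMSO wells for no effect and EDTA-quenched wells as full inhibition for full effect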
bIAP inh: blocks bovine intestinal alkaline phosphatase activity; purified bovine IAP, CDP-star luminescence, 30 min; inhibition, % at 20 µM; 190,000 tested, under 10 active; AID 1019;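 active = over 50% inhibition of intestinal alkaline phosphatase at 20 µM in the single-dose screen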
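test system = bovine IAP enzyme | medium = DEA buffer 100 mM, pH 9.8, with MgCl2 1.0 mM, ZnCl2 0.02 mM | detection = luminescence | dosing = single compound dose of 20 µM, 2% DMSO final | incubation = 30 min reaction at room temperature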
* hit, by the source's call; x = no result given.

| SMILES | FLuc act counter | Lmaj promast | APP transl inh | FLuc inhib CS | bIAP activator | TNAP act hiacc | RAM inhibit | TNAP inh noacc | TNAP inh hiacc | bIAP inh |
| --- | --- | --- | --- | --- | --- | --- | --- | --- | --- | --- |
| CNCC(=O)N(CC(C)C)c1c(N)n(CC(C)C)c(=O)[nH]c1=O | 1 | -4 | 3 | 1 | 1 | 1 | 0.2 | -2 | 4 | -3 |
| CCN(c1ccccc1)S(=O)(=O)c1cc(C(=O)Nc2ccccc2Cl)ccc1F | 1 | -2 | 0 | -4 | 0.9 | 0.9 | 5.8 | 4 | 8 | 6 |
| O=C(COC(=O)c1ccc2c(=O)n3c(nc2c1)CCC3)Nc1ccc(OC(F)F)cc1 | 1.1 | -3 | 17 | -8 | 1.2 | 1.1 | 13* | -8 | -7 | -15 |
| CC(C)(O)C1Cc2cc(/C=C/C(=O)O)c(O)cc2O1 (stereo not given) | 1 | -6 | 13 | -1 | 0.9 | 1.1 | 0.7 | -10 | -9 | 6 |
| O=C(C1CCCN(S(=O)(=O)c2cccc3nsnc23)C1)N1CC=C(c2ccccc2)CC1 (stereo not given) | 1.1 | 11 | -10 | -7 | 1 | 1 | 3.2 | -4 | -3 | 1 |
| Cc1nnc(NC(=O)CSC2CCCCC2)s1 | 1.1 | -7 | 2 | -7 | 0.9 | 1 | -0.2 | -10 | -4 | 8 |
| COc1cccc(C2/C(=C(/O)c3ccccc3)C(=O)C(=O)N2CCCC(=O)O)c1 (stereo not given) | 1 | -5 | -6 | 1 | 0.9 | 1 | 8.4 | -2 | 3 | 8 |
| CC(=O)c1ccc(NC(=O)CSC(C)C)cc1 | 1 | -1 | 0 | -3 | 0.9 | 1.1 | 1.7 | -16 | -8 | 14 |
| CCOC(=O)N1CCC(N2C(=O)c3ccccc3C2Nc2cccnc2)CC1 (stereo not given) | 1 | 2 | -6 | -2 | 0.9 | 1 | 4.2 | -9 | -2 | 9 |
| O=C(O)c1ccccc1SC1CC(=O)N(C2CCCCC2)C1=O (stereo not given) | 1 | 5 | x | -3 | 0.9 | 1 | 1.0 | -6 | -3 | 14 |
| CC(=O)c1cccc(NS(=O)(=O)N2CCCCC2)c1 | 1 | -2 | -8 | -1 | 1 | 1 | 2.1 | 6 | 1 | -1 |
| CCOc1ccc(OCC)c(Nc2cc(C)nc3nc(C)nn23)c1 | 1.1 | -3 | 19 | -6 | 0.7 | 1 | 0.7 | -4 | -1 | 35 |
| CCCCc1c(C)nc2ccc(C)cc2c1SCCC(=O)O | 1 | 2 | 6 | -4 | 1 | 1 | 0.1 | -6 | -3 | -4 |
| Cc1nn(Cc2ccccc2)c(Cl)c1/C=C/C(=O)OC(C)C(=O)N1CCCC1 (stereo not given) | 1 | 18 | 10 | -2 | 1.1 | 1 | 1.3 | -10 | -4 | -8 |
| CCC(C)N(C)Cc1cccc(C2(O)CCN(S(=O)(=O)c3ccc(F)cc3)CC2)c1 (stereo not given) | 1 | 100* | 4 | -4 | 1 | 1.1 | 0.8 | -17 | -5 | -4 |
| COc1ccc(CC(=O)OC(C)CN2CCCC2)cc1 (stereo not given) | 1 | 100* | 7 | -1 | 1 | 1 | 0.7 | -10 | 2 | 3 |
| COCCN(CCOC)S(=O)(=O)c1ccc(C(=O)Nc2sc3c(c2C(N)=O)CCCCC3)cc1 | 1.1 | -3 | -90 | -5 | 0.9 | 0.9 | 0.1 | -1 | 6 | 8 |
| O=C(O)c1cccnc1SCC(=O)N1CCCCCC1 | 1 | -2 | 6 | -3 | 1 | 1 | 1.5 | -10 | 0 | 2 |
| CC(C)CCn1c(=O)c2ccccc2n2c(COC(=O)c3ccc(S(=O)(=O)N(C)C)cc3)nnc12 | 1.1 | x | x | -6 | 1.1 | 1 | x | -8 | -3 | -6 |
| C[C@H](NC(=O)[C@@H]1CCC(=O)N1Cc1ccco1)c1ccccc1 | 1 | -5 | -10 | 0 | 1 | 1 | 2.6 | -9 | -4 | 2 |
| COc1ccccc1CC(=O)N(CCC#N)CCC#N | 1.1 | -5 | -14 | -9 | 0.9 | 1.1 | 1.7 | -11 | -7 | 13 |
| O=C(NCc1ccccc1)c1ccc(F)c(F)c1 | 1.1 | -5 | -16 | -6 | 1 | 1.1 | -1.4 | -2 | -7 | 1 |
| CCN(CC)C(=O)/C(=C\c1ccncc1)NC(=O)c1ccccc1 | 1.1 | -5 | -8 | -7 | 0.9 | 1.1 | 0.4 | -12 | -7 | 6 |
| Cc1cc(NC(=S)NC(=O)CC(C)C)ccc1Br | 1 | -5 | -17 | -5 | 1 | 1 | 0.8 | -7 | -3 | -1 |
| CC(=O)c1cccc(NC(=S)NC(=O)C(C)C)c1 | 1.1 | -3 | 2 | -5 | 1 | 1 | -0.3 | -11 | -4 | -1 |
| c1cc(CNc2ccc(N3CCOCC3)cc2)ccn1 | 1 | -1 | 10 | -1 | 1 | 1 | 0.9 | 1 | -1 | -1 |
| CN(Cc1c(O)ccc2c1oc(=O)c1ccccc12)C1CCCCC1 | 1 | 6 | -8 | -4 | 1.1 | 1 | -0.8 | -3 | -4 | -6 |
| CC1(C)CC(C2N3CC4(C)CN2CC(C)(C3)C4=O)CCO1 (stereo not given) | 1.1 | -5 | 2 | -7 | 1 | 1.1 | 0.1 | -13 | -8 | 4 |
| Cc1cccc(NC(=S)NC(=O)/C=C/c2ccco2)n1 | 1 | 3 | -46 | 1 | 0.9 | 1 | -0.8 | -12 | 2 | 8 |
| Cc1ccc(CN2C(=O)CCC2C(=O)NCC2CCCO2)cc1 (stereo not given) | 1.1 | -3 | -11 | -5 | 0.9 | 1.1 | 0.2 | -10 | -5 | 7 |
| C=CCc1ccccc1OCC(O)CN1CCN(c2ccc(OC)cc2)CC1 (stereo not given) | 1 | 70* | -13 | -4 | 1 | 1.1 | -0.3 | -9 | -8 | 4 |
| COc1ccc(CN(Cc2ccco2)S(=O)(=O)c2ccc(S(=O)(=O)N3CCCC3)cc2)cc1 | 1 | -4 | -4 | -4 | 0.9 | 1 | 9.8* | -20 | -4 | 12 |
| Cc1onc(-c2c(F)cccc2Cl)c1C(=O)N1C=CC(C(F)(F)F)=NCC1 | 1 | -6 | -8 | -4 | 1.1 | 1 | 4.2 | -8 | 0 | -7 |
| O=C(CNCC1(N2CCOCC2)CCCCC1)Nc1ccc(Cl)cc1 | 1.1 | 18 | -18 | -8 | 1.2 | 1.1 | 1.0 | -15 | -6 | -21 |
| CCCN(CC1CC1)S(=O)(=O)c1ccc(S(N)(=O)=O)cc1 | 1 | -7 | 14 | -3 | 0.5 | 1 | 1.9 | -15 | 0 | 46 |
| COc1ccc(Cn2nnnc2C(c2ccc(C)cc2)N2CCN(C3CCCC3)CC2)cc1 (stereo not given) | 1.1 | 14 | 5 | -8 | 1.1 | 1.1 | -0.4 | -14 | -8 | -6 |
| O=C(c1cccc([N+](=O)[O-])c1)N(c1ccccn1)c1ccccn1 | 1 | -4 | -14 | -2 | 0.8 | 0.9 | -0.4 | -7 | 5 | 15 |
| C/C(=N\NC(=S)NCc1ccccc1)c1ccc(C(C)(C)C)cc1 | 1.1 | 13 | -15 | -9 | 1.7 | 1 | 11* | -64 | -2 | -66 |
| Cc1onc(-c2ccccc2Cl)c1C(=O)Nc1ccc(F)c(F)c1 | 1 | 14 | 19 | -2 | 0.8 | 1 | 0.9 | -10 | -3 | 22 |
| CCOc1ccc2cc(C#N)c(SCC(=O)N3CCOCC3)nc2c1 | 1 | 18 | -110 | 2 | 1 | 1 | -0.3 | -18 | -4 | 0 |
| Fc1ccc(N=C2NN=C(c3cc(F)ccc3F)CS2)cc1 | 1 | 3 | -26 | -4 | 0.6 | 1 | 1.8 | 2 | 0 | 38 |
| CC(C)Cc1cc(C(=O)NCCN2CCOCC2)no1 | 1 | -7 | 5 | -3 | 0.9 | 1 | 1.3 | -3 | 3 | 10 |
| COc1cc2c(cc1OC)C(c1ccccc1O)N(C1CC(=O)N(c3ccccc3)C1=O)CC2 (stereo not given) | 1.1 | -1 | 6 | -8 | 1 | 1 | 2.4 | -11 | -4 | -4 |
| O=C(N/C(=C/c1ccc(Br)cc1)C(=O)N1CCCC1)c1cccs1 | 1 | 18 | 22 | -1 | 1 | 1 | 0.2 | -2 | 3 | -3 |
| CCCNC(=O)c1ccc(Cn2cc(C(F)(F)F)ccc2=O)cc1 | 1.1 | -1 | 5 | -6 | 1 | 1.1 | 1.8 | -4 | -6 | -4 |
| CC(C)CC(C(=O)NCc1ccccn1)N1C(=O)c2ccccc2C1=O (stereo not given) | 1.1 | -6 | -10 | -6 | 1.1 | 1 | 0.1 | -9 | 0 | -9 |
| CCOC(=O)c1c(CN2CCCCC2C)oc2ccc(OC)cc12 (stereo not given) | 1 | 9 | 11 | -4 | 1 | 1.1 | 0.5 | -14 | -6 | -3 |
| NC(=O)Cn1nnc(-c2ccc(NC(=O)c3ccc(F)cc3)cc2)n1 | 0.9 | 1 | -70 | 9 | 1 | 1 | 1.9 | -11 | -5 | -4 |
| COc1ccc(-c2ccc(/C=N/N3C(=O)C4C5C=CC(C6CC56)C4C3=O)o2)c([N+](=O)[O-])c1 (stereo not given) | 1 | 1 | -14 | -4 | 0.9 | 1 | 1.4 | -10 | -1 | 13 |
| CN(C(=O)COC(=O)c1nc(Cl)c(Cl)c(Cl)c1Cl)C1CCS(=O)(=O)C1 (stereo not given) | 0.9 | 7 | 59* | 5 | 1.1 | 1 | 0.4 | -3 | -2 | -14 |
| N#CC(=C1SC=CS1)c1nc(-c2ccccc2)cs1 | 0.9 | -3 | -112 | 7 | 0.6 | 1 | 3.4 | 0 | 0 | 37 |
| CCN1CCN(C(=S)Nc2cccc(C(F)(F)F)c2)CC1 | 1.1 | 60* | 9 | -7 | 0.8 | 1 | 1.6 | -6 | 0 | 15 |
| Cc1cc(C)c2c(CC(=O)NN(C)C)coc2c1 | 1.1 | -6 | -3 | -5 | 1 | 1.1 | -0.1 | -9 | -6 | 3 |
| Cc1ccccc1NC(=O)c1c(-c2ccccc2)noc1C | 1.1 | 5 | 9 | -6 | 0.8 | 1 | -1.2 | -12 | -3 | 15 |
| Cc1ccccc1-c1nc2sc(-c3ccccc3)cc2c(=O)o1 | 1 | -3 | -16 | 4 | 0.9 | 1 | 4.3 | -8 | 0 | 13 |
| CC1(C)CC(=O)C=C(NC2CCCCCC2)C1 | 1.1 | 6 | 0 | -6 | 0.9 | 1.1 | 1.3 | -18 | -9 | 6 |
| COc1ccc(-c2ccnc3c(C#N)cnn23)cc1 | 1 | 12 | -12 | -5 | 1.1 | 1 | -0.1 | -2 | -4 | -14 |
| CCc1ccccc1NC(=O)COc1ccc(C(=S)N2CCCC2)cc1 | 1 | 17 | 3 | -1 | 1.1 | 1 | -0.6 | -3 | -4 | -6 |
